EPAC1 ag: activates human EPAC1 exchange factor; actives 0.073% (n = 360,000); EPAC1 agonist qHTS, biochemical assay; response scale: 100% = response to 6.5 mM cAMP; Potency, µM (doses to about 154 µM), for the others: at the highest dose activation, usual class: activators; O95398; also: potency is read from the fitted curve at half-maximal effect; nearly all actives have a fitted effect of over 60% in size
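Nucleotide exchange assay: 100 nM EPAC1 with 250 nM Rap1B loaded with BODIPY-GDP and 50 uM GDP, room temperature. Fluorescence (480/540 nm) read every 5 min for 30 min; signal change normalized to 6.5 mM cAMP as full agonist.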
EPAC1 antagonist: blocks human EPAC1 exchange factor. Potency, µM (titrated, usually from 115 µM), for inactives: top-dose activity change, negative = inhibition, usual class: inhibitors. O95398. EPAC1 GEF assay, Rap1b-BODIPY-GDP exchange fluorescence. actives 0.14% (n = 360,000);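 also: potency is read from the fitted curve at half-maximal effect; plate controls were vehicle for no effect and positive control for full effect; nearly all actives have a fitted effect of over 50% in size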
WRN helicase inh: WRN helicase (human) inhibition. Potency, µM (titrated, usually from 114 µM), inactives show at the top dose activity change, negative = inhibition, usual class: inhibitors. WRN helicase unwinding, fluorescent forked duplex, kinetic. actives 0.46% (n = 360,000); also: potency is read from the fitted curve at half-maximal effect; % is scaled to controls: 0 for no effect and ±100 for the full control effect; nearly all actives have a fitted effect of over 55% in size
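Enzyme (20 nM final) and test compound sit together 15 min at room temperature before substrate addition. Substrate is a single-forked duplex oligonucleotide (100 nM) labelled with fluorophore and quencher, with 2 mM ATP; helicase unwinding raises red fluorescence, read kinetically.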
EPAC2 antag: EPAC2 (human) antagonism. AID 720708. Potency, µM (highest dose often 114 µM), without a hit: at the top dose activity, negative = inhibition, most hits filed as inhibitors. EPAC2 GEF exchange of Rap1B-BODIPY-GDP, fluorescence. Q8WZA2. actives 0.18% (n = 360,000); also: potency is read from the fitted curve at half-maximal effect; % is scaled to controls: 0 for no effect and ±100 for the full control effect; nearly all actives have a fitted effect of over 45% in size; many of its hits are not listed in these tables
PLK1 PBD block: inhibitors of human PLK1 polo-box domain binding; Potency, µM, without a hit: max response, negative = inhibition, hits mostly inhibitors; Plk1 PBD binding of FITC phosphopeptide, fluorescence polarization; actives 2.8% (n = 360,000); P53350; also: potency is read from the fitted curve at half-maximal effect; series mostly up to about 57 µM; % is scaled to controls: 0 for no effect and ±100 for the full control effect; nearly all actives have a fitted effect of over 65% in size
Target sequence (P53350 whole entry, looked up, the tested form may be a part): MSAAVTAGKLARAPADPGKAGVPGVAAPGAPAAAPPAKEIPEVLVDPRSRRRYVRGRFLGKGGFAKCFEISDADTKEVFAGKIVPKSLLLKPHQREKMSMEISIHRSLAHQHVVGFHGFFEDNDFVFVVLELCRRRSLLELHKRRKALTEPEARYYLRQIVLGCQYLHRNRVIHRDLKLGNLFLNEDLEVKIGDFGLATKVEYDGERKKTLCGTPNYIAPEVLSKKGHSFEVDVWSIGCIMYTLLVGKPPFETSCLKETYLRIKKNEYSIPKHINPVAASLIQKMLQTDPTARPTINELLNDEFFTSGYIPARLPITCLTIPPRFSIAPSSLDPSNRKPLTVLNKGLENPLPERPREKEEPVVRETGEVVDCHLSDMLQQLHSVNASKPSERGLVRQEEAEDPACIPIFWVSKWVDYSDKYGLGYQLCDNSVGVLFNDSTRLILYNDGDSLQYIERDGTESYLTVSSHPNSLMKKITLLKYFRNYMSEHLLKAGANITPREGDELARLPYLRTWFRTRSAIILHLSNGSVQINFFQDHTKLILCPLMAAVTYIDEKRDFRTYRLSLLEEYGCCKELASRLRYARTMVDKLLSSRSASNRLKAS
PI5P4K alpha inh: PI5P4K alpha (human) kinase inhibition | max response, % | PI5P4Kalpha enzyme, ADP-Glo luminescence, 60 min; stronger effect = lower value | P48426 | actives 1.2% (n = 330,000); active = max response of -50% or lower; inconclusive = between -30% and -50%; inactive = -30% or higher; also: value at the top dose of about 77 µM; % is scaled to controls: 0 for no effect and ±100 for the full control effect
Target sequence (P48426 whole entry, looked up): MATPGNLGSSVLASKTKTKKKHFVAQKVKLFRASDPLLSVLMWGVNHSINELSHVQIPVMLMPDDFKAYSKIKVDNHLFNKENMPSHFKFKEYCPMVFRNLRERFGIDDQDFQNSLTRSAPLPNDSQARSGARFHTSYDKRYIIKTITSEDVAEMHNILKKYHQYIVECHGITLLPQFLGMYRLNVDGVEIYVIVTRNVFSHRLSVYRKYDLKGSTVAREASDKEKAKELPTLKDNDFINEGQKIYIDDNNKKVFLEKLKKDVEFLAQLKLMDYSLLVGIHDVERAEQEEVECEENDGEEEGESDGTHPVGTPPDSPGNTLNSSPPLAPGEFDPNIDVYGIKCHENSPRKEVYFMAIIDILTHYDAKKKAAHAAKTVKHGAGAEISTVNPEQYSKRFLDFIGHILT
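Quantitative HTS of the MLSMR library against PI5P4Kalpha with substrate. ATP added last at 5 microM final; room temperature, 60 minutes. Remaining ATP depleted, ADP converted and read as luminescence.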
CCT chaperon mod: modulators of cytosolic chaperonin (CCT/TRiC) activity. purified chaperonin ATPase assay, HTRF ADP detection, 30 min. activity change, % (concentration not given with the values), hits read low. actives 0.3% (n = 360,000). AID 651819; in the data active = activity change below about -30%; also: % is scaled to controls: 0 for no effect and ±100 for the full control effect
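Enzyme 40 or 20 nM (batch-dependent) in Tris pH 7.4/KCl/MgCl2/DTT; cpd 76 uM single point; ATP 10 uM; 30 min 37 °C; Transcreener ADP HTRF detection, 30 min RT; ratio 665/615.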
Mm-Cpn inhibitor: inhibitors of Methanococcus maripaludis chaperonin (MmCpn). actives 0.031% (n = 330,000). purified Mm-Cpn ATPase, ADP Transcreener TR-FRET. Potency, µM (top dose mostly 76.9 µM), inactives show at the highest dose activity, negative = inhibition, hits mostly inhibitors. AID 504842; also: potency is read from the fitted curve at half-maximal effect; % is scaled to controls: 0 for no effect and ±100 for the full control effect; nearly all actives have a fitted effect of over 80% in size
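Compound-treated chaperonin, 25 nM final, turns over 10 uM ATP at 37°C for 30 min following a 10 min preincubation; ADP generated competes with ADP-d2 for Eu-cryptate antibody, lowering FRET.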
* marks the source's active call; other numbers are inactive results; ? = inconclusive; . = not tested or not shown; & = joins results of further samples; ! = a repeat was not active; [ ] = dose if it differs, or a comment. Unless noted, calls follow the shape of the dose curve; as a rule, active = well fitted curve in the direction sought with a large enough effect; inconclusive = small, poorly fitted or top-dose-only effect, or another doubt; inactive = no such curve, though single readings can be large; an effect the other way counts as inactive or inconclusive. An excerpt (hit frequency here may not be typical).

entry | compound | EPAC1 ag | EPAC1 antagonist | WRN helicase inh | EPAC2 antag | PLK1 PBD block | PI5P4K alpha inh | CCT chaperon mod | Mm-Cpn inhibitor
1 | CC(C)CCCN1C(N(C)C)=NC[C@@H]1C | -3% | -3% | 7% | 13% | -11% | -9 | -6.4 | 1%
2 | CCCCNC(=O)CNC(=S)N(CCCN1CCOCC1)Cc1cccs1 | -1% | -23% | -13% | -22% | -6% | 13 | 0.2 | 0%
3 | O=C(O)CCC(=O)NC(c1ccccc1)c1ccccc1 | -5% | ? | -4% | -3% | -15% | 8 | 1.2 | -2%
4 | CC(=O)Nc1ccc(Nc2nc3ccccc3nc2NS(=O)(=O)c2ccccc2)cc1 | 1% | 1% | -12% | 8% | 5% | -7 | -1.8 | -4%
5 | CN1CCN(C(=O)C(=O)c2cn(CC(=O)N3CCOCC3)c3ccccc23)CC1 | 13% | 8% | -4% | -4% | -8% | 2 | 2.1 | .
6 | CCCC(=O)NCCSC | -4% | 7% | 3% | 21% | -7% | 3 | -0.5 | 2%
7 | CC1(C)CC(=O)c2cc(OCC(=O)N3CCN(c4ccccc4F)CC3)ccc2O1 | 1% | 6% | -9% | 2% | -4% | . | -3.2 | -2%
8 | Cn1c(=O)c2c(nc(SCc3ccc(C(=O)O)cc3)n2C)n(C)c1=O | 0% | -9% | 4% | 6% | 0% | 4 | -0.4 | 1%
9 | COCCCNC(=O)CN1C(=O)/C(=C/c2ccccc2C)Sc2ccccc21 | -1% | 15% | -4% | -6% | -2% | 0 | -3.0 | -2%
10 | CC(C)(C#N)Cc1cc(CC(C)(C)C#N)cc(C(C)(C)C)c1 | -13% | 0% | -4% | -23% | -4% | 11 | -2.3 | 1%
11 | CC(=O)c1cccc(Nc2ncnc3ccc(Br)cc23)c1 | 8% | 3% | 0%[57.1 µM] | 1% | 8% | -25 | 0.4 | 0%
12 | O=C1c2ccccc2NC(c2ccccc2Cl)N1N=C1CCCCCC1 (configuration not stated) | 7% | -3% | -28% | -1% | -6% | 8 | -7.4 | -1%
13 | O=C(c1ccccc1)c1ccc(OC(=O)N2CCCC2)cc1 | -4% | 1% | 2% | 5% | ? | 0 | -1.1 | 0%
14 | O=C(Nc1ccc(Cl)cc1)C1CCCN(C2=NS(=O)(=O)c3ccccc32)C1 (configuration not stated) | -5% | -6% | -1% | 0% | -5% | 1 | 0.4 | -2%
15 | COc1cc2c(cc1OC)C(C(=O)N1CCOCC1)C(c1cccs1)N(C)C2=O (configuration not stated) | 6% | 13% | -6% | 2% | -9% | -5 | -2.0 | 0%
16 | Nn1cc(-c2ccccc2)nc1SCC(=O)NCC(F)(F)F | -7% | 4% | 3% | 1% | -13% | -8 | -1.3 | -1%
17 | CC(Cc1c[nH]c2ccccc12)NC(N)=O (configuration not stated) | -10% | -2% | 3% | 17% | -8% | 2 | 3.4 | 0%
18 | Cc1cccc2cc3c(NC(=O)CC(C)C)nn(C)c3nc12 | -5% | -19% | 6% | -2% | -8% | 5 | -0.9 | ?
19 | COc1ccc(C2=CSC3=NCCN23)cc1Cl | 3% | -3% | -6%[57.1 µM] | -8% | -10% | 1 | -1.2 | -1%
20 | CNc1nc2cccnc2s1 | -1% | -8% | -4% | -6% | -8% | -2 | -0.9 | 0%
21 | COc1cccc(-n2c(C)n[nH]c2=O)c1 | -4% | 6% | 15% | 10% | -4% | 0 | 0.4 | 2%
22 | CCSc1nnc(NC(=O)C(CC)Oc2ccccc2)s1 (configuration not stated) | -1% | -5% | 5% | 6% | -4% | . | 0.3 | 2%
23 | N#C/C(=C/c1ccc(N2CCOCC2)o1)C(=O)N1CCOCC1 | 4% | -1% | -14% | -2% | 89%[activator] | -2 | -0.2 | 0%
24 | c1ccc(-c2ccccc2OCCN2CCCC2)cc1 | 8% | -4% | 3% | 4% | -10% | 0 | -0.7 | 1%
25 | COc1cccc(CN=CC2=C(O)CC(C)(C)CC2=O)c1OC | -3% | 8% | 0% | 3% | -1% | . | -0.3 | -1%
26 | COC(=O)c1c(NC(=O)COC(=O)c2ccc(O)cc2)sc2c1CCCCC2 | -1% | -5% | 0% | 2% | -6% | 3 | 0.2 | -1%
27 | C#CCOc1ccccc1CNC1CCN(Cc2ccccc2)CC1 | 4% | 0% | 9% | -1% | -15% | -2 | -3.9 | -4%
28 | O=C(O)c1cc(-c2ccco2)nc2ccc(Br)cc12 | 4%&-3% | ? | 10µM*! | -5%&10% | 4.2µM*! | -87*! | -1.0&-0.3 | -23%&-21%
29 | COc1ccc(C2(c3ccc(OC)cc3)NC(=O)N(CC(=O)Nc3cc(C)ccc3OC)C2=O)cc1 | -2% | -27% | -2% | 1% | 5% | 3 | -1.9 | -5%
30 | CN(C(=O)COC(=O)c1cc([N+](=O)[O-])ccc1N1CCOCC1)C1CCCCC1 | 10% | 2% | 10% | -10% | -12% | -14 | -1.0 | .
31 | CC(OC(=O)c1ccc(-n2cnnn2)cc1)C(=O)Nc1ccccc1F (configuration not stated) | 17% | 17% | 1% | -3% | -4% | -3 | -1.9 | 0%
32 | C[C@@H]1CN(S(=O)C(C)(C)C)[C@H](CCO)/C1=C\CCO (some centres not stated) | -15% | 7% | 5% | 3% | 0% | -2 | -1.5 | .
33 | Cc1cc(NC(=O)Cn2cnc3c(cnn3C(C)(C)C)c2=O)no1 | 12% | 8% | 1% | 0% | -9% | 1 | -2.7 | -2%
34 | COC(=O)C1=CN(Cc2ccc(OC)cc2)C=C(C(=O)OC)C1c1ccsc1 | -6% | 3% | 4% | -26% | -8% | -1 | -3.7 | -4%
35 | Cc1cn(CC(C)C)c(=O)n(-c2ccccc2)c1=O | -1% | 7% | 5% | 6% | -6% | 2 | -3.3 | .
36 | CCOC(=O)CNc1c(-c2ccc(Cl)cc2)nc2cnccn12 | -6% | -28% | -19% | -3% | -10% | 6 | -0.5 | -6%
37 | CCOC(=O)c1nc2sc(C)c(C)c2c(=O)[nH]1 | -3% | 9% | 2% | -2% | -6% | . | -4.3 | -2%
38 | CCN(c1cccc(C)c1)S(=O)(=O)c1nnc(NC(=O)c2ccco2)s1 | -22% | -11% | -18% | 3% | ? | -14 | 0.5 | -8%
39 | S=C(Nc1ccccc1)Nc1nccs1 | 8% | 4% | -4% | 1% | -17% | -10 | -2.7 | 4%
40 | O=C(COC(=O)c1cc(S(=O)(=O)N2CCOCC2)ccc1F)Nc1ccc2c(c1)OCO2 | 9% | 13% | -9% | -6% | -6% | -1 | 0.7 | -1%

Single entries from above:
Reading of `Cc1cc(NC(=O)Cn2cnc3c(cnn3C(C)(C)C)c2=O)no1` under Mm-Cpn inhibitor: -2%
Reading of `CN(C(=O)COC(=O)c1cc([N+](=O)[O-])ccc1N1CCOCC1)C1CCCCC1` under EPAC1 antagonist: 2%

Other entries.
entry | compound | EPAC1 ag | EPAC1 antagonist | WRN helicase inh | EPAC2 antag | PLK1 PBD block | PI5P4K alpha inh | CCT chaperon mod | Mm-Cpn inhibitor
41 | COC(=O)C1=C(N)Oc2cc(C)n(Cc3cccnc3)c(=O)c2C1c1ccc(OC)c(OC)c1 (configuration not stated) | 5% | -2% | -10% | 17% | 1% | 4 | -1.3 | -1%
42 | COc1ccc(OC)c(NC(=O)C2CCC(CNc3c(N4CCOCC4)c(=O)c3=O)CC2)c1 (configuration not stated) | -3% | -16% | 0% | 2% | 4% | 1 | -1.3 | -1%
43 | COc1ccc2c(c1)CCc1sc(NC(=O)c3ccc(C)cc3)nc1-2 | 8% | -17% | -17% | -13% | -13% | 4 | 0.1 | -6%
44 | Cc1ccc(S(=O)(=O)N2C[C@@H](C)[C@]3(C2)[C@H](O)[C@H](OC(=O)NC2CCCC2)C[C@H]2C(=O)N(c4ccccc4)C(=O)[C@H]23)cc1 | -1% | -7% | -7% | -7% | -18% | -1 | -2.4 | .
45 | COc1ccc(C)cc1S(=O)(=O)N(CC(=O)N1CCCC1)c1ccccc1 | -11% | 3% | 0% | 2% | 0% | . | 0.5 | 1%
46 | CC12CCC(C(=O)NC3CCCCC3)([C@H](Br)C1=O)C2(C)C (some centres not stated) | 12% | -5% | -6% | 1% | -1% | 0 | -16 | 1%
47 | CCC(C)NC(=O)Cn1cnc([N+](=O)[O-])c1 (configuration not stated) | 11% | -23% | 8% | 8% | -18% | 1 | -0.5 | 1%
48 | O=C(NC1CCCc2c1cnn2-c1ccccc1F)c1ccncc1 (configuration not stated) | 3% | 6% | -5% | 0% | -5% | 0 | 0.5 | .
49 | O=C(NNC(=O)c1cc(-c2cccnc2)nc2ccccc12)Nc1ccc(Cl)cc1 | -14% | -3% | -20% | 0% | -9% | -15 | -5.3 | 2%
50 | COc1ccc(/C=C2\SC(N3CCCCC3)=NC2=O)cc1 | -9% | 2% | -1% | 7% | -1% | 6 | -1.0 | -5%
51 | COCCCNC(=S)N(CCO)Cc1cc2cc3c(cc2[nH]c1=O)OCCO3 | -3% | -15% | -2% | 1% | -1% | 2 | -1.3 | -4%
52 | O=C1CN(C(=O)N[C@@H](Cc2ccccc2)C(=O)N[C@@H](Cc2ccccc2)C(=O)O)c2ccccc2N1 | 3% | -6% | -3% | -5% | -3% | 12 | -2.6 | -1%
53 | COc1ccc(C)cc1NC(=O)C(=O)NNC(=O)COc1ccc(Cl)cc1 | 10% | -3% | -1% | 3% | -6% | -4 | 0.0 | 2%
54 | O=C1CNC(=O)/C(=C\c2ccc(F)cc2)N1 | -1% | 3% | 3% | -4% | -4% | 1 | 1.9 | -3%
55 | O=C(NCc1ccc(F)cc1)C(C(=O)NCc1ccc(F)cc1)c1ncc(C(F)(F)F)cc1Cl | -9% | -16% | -2% | -2% | -8% | 1 | 0.7 | 1%
56 | Cc1cccc(NC(=O)CSc2ncnc3nc[nH]c23)c1 | -3% | 7% | 13% | 6% | -13% | -1 | -1.7 | -1%
57 | CC(C)OC(=O)/C(C#N)=C\c1cccnc1 | 5% | -24% | -5% | -2% | -21% | -4 | -5.2 | 4%
58 | CN(C)S(=O)(=O)c1cccc(C(=O)N(Cc2ccc(F)cc2)Cc2ccco2)c1 | 9% | -16% | -10% | -4% | -10% | -7 | -0.8 | 0%
59 | CSc1ccc(S(=O)(=O)NCC(=O)OCC(=O)N(Cc2ccccc2)C(C)C)cc1[N+](=O)[O-] | 3% | -26% | -8% | -6% | -17% | -1 | -1.1 | 1%
60 | COc1ccc(Cn2nnnc2C(C(C)C)N2CCN(c3ccccc3OC)CC2)cc1 (configuration not stated) | 0% | -8% | -17% | 8% | -1% | 14 | -1.2 | 2%

Screening results (PubChem)
